Source: PubChem (several laboratories)
Anthrax LF inh2 – blocks Bacillus anthracis lethal factor protease; P15917; multiplex microsphere protease cleavage assay, LF; inhibition, % at 10 µM; 0.12% of 360,000 active; AID 588501; note: plate controls were buffer without enzyme for full effect and enzyme alone for no effect
SSB-PriA inh – K. pneumoniae PriA-SSBct interaction inhibition; AlphaScreen SSBct-PriA binding, biotinylated peptide; inhibition, % at 33 µM; 0.6% of 430,000 active; in the data active = inhibition mostly above about 37%, no sharp cut-off; inactive = mostly below about 20%;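 note: plate controls were negative control peptide for no effect and reference peptide for full effect; strong numbers were not always called active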
BoNT A protease – BoNT A light chain protease inhibition; multiplex microsphere protease substrate cleavage, flow cytometry; inhibition, % at 10 µM; 0.17% of 360,000 active; note: plate controls were buffer without enzyme for full effect and enzyme alone for no effect
VHR inh abs – inhibitors of human VHR1 phosphatase (DUSP3); P51452; recombinant VHR phosphatase, pNPP absorbance; inhibition, % at 13.3 µM; 0.52% of 290,000 active; in the data active = inhibition above about 50%; note: some compounds called inactive have numbers as strong as hits
Vc quorum ag – quorum light induction in luxS cqsA deficient V. cholerae. V. cholerae BH1578 lux reporter, luminescence, 6 h. activation, % at 18.7 µM. 0.16% of 350,000 active. AID 588436; in the data active = activation mostly above about 9.7%, no sharp cut-off; note: not every result past the cut was called active; inactives centre near 0; reference of the scale not given here
CCHFV vOTU inh – CCHFV vOTU protease inhibition; Pep-AMC fluorescence; inhibition, % at 11.5 µM; 0.55% of 370,000 active; AID 651958; in the data active = inhibition above about 30%; note: 0% = vehicle wells with enzyme and 100% = no enzyme wells
PfHsp40 yeast – restores yeast growth despite PfHsp40 toxicity; S. cerevisiae expressing PfHsp40, growth rescue, ATP luminescence; AID 504582; 0.68% of 340,000 active; growth rescue, % at 12.5 µM; in the data active = growth rescue above about 28%, passing the limit was not always enough;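 note: yeast W303a lacking pdr1 and pdr3 grown in galactose medium; growth measured after three days at 30 °C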
Y pestis TopoI – blocks Yersinia pestis topoisomerase I activity; activity, % at 10 µM; Y. pestis Topo-I cleavage product accumulation, plate reader; AID 504884; 0.064% of 360,000 active; in the data active = activity above about 50%, passing the limit was not always enough; note: inactives centre near 2
3CLpro inhibitor – SARS-CoV 3CLpro protease inhibition; recombinant SARS-CoV 3CLpro, quenched FRET peptide cleavage; inhibition, % at 6 µM; AID 1706; 0.14% of 290,000 active; P0C6X7; in the data active = inhibition above about 12%
TcdB GH inh – blocks C. difficile toxin B glycohydrolase activity; P18177; TcdB glycohydrolase enzymatic assay, plate reader; inhibition, % at 9.99 µM; 0.24% of 350,000 active; AID 652162; in the data active = inhibition above about 10%
* hit, by the source's call; i = inactive; . = not tested or not shown; & = joins results of further samples. Cut-off read from the data, not from the text of the source, unless noted: active = inhibition above about 30%; inconclusive = no clear call, values can overlap the other calls; inactive = below that. Some of the compounds tested; rates above refer to the full screens.

SMILES	Anthrax LF inh2	SSB-PriA inh	BoNT A protease	VHR inh abs	Vc quorum ag	CCHFV vOTU inh	PfHsp40 yeast	Y pestis TopoI	3CLpro inhibitor	TcdB GH inh
CCS(=O)(=O)N1CCC(C(=O)N2CCOCC2)CC1	-2	-5	0.7	13	-8.3	-6	0.5	4	-7	-0.4
Nc1ncnc2c1ncn2[C@@H]1O[C@H](CNCc2ccc(OCC(=O)Nc3nccs3)cc2)[C@@H](O)[C@H]1O	-7	6	-0.7	.	-1.5	3	0.3	-7	.	0.6
COc1cc2nc(CN(C)Cc3nc4ccccc4c(=O)[nH]3)[nH]c(=O)c2cc1OC	3	-3	1.0	19	i	-7	-1.4	-4	1	.
Cc1ccc(NC(=O)CCNS(=O)(=O)c2ccccc2F)cc1S(=O)(=O)N1CCOCC1	3	5	2.8	.	i	8	-0.4	4	.	-0.3
CC(C)C(=O)Nc1ccnc(-c2cccnc2)n1	0	-14	0.5	5	-0.4	2	0.0	4	0	4.5
Cc1cc(=O)[nH]c(SCn2nnc3ccccc3c2=O)n1	-2	-1	0.3	-1	-24	6	0.8	11	-2	.
Cc1ccc2c(c1)N(CC(=O)N(Cc1ccccn1)Cc1ccco1)C(=O)C(C(C)C)O2 (stereo not drawn)	6	6	1.3	13	-2.9	6	-0.4	26	5	.
COC(=O)C1C(c2ccccc2)C(C(=O)OCc2ccco2)C1c1ccccc1 (stereo not drawn)	-7	-19	5.9	-5	i	.	-1.4	-11	6	1.2
Cc1cc2ccccc2c(=O)n1CC(=O)NCC(=O)N1CCCC1	0	-19	0.8	33	i	4	-1.2	-5	2	.
CN(C)CCO[C@@H](c1ccc(Cl)cc1)c1ccccn1	2	-17	-4.6	-16	i	-8	0.6	-9	0	1.0
O=C(OCc1nnc(-c2ccccc2)o1)C1CCN(S(=O)(=O)c2cccs2)CC1	-1	-24	0.0	-10	i	2	0.1	20	6	.
O=C(NC1CCCCCC1)c1cccc(N2CCCC2=O)c1	2	1	0.1	-5	-0.3	1	-0.9	-5	5	.

Single records, as listed above. Order of screens: Anthrax LF inh2	SSB-PriA inh	BoNT A protease	VHR inh abs	Vc quorum ag	CCHFV vOTU inh	PfHsp40 yeast	Y pestis TopoI	3CLpro inhibitor	TcdB GH inh
Results for O=C(NC1CCCCCC1)c1cccc(N2CCCC2=O)c1 = 2	1	0.1	-5	-0.3	1	-0.9	-5	5	.
Results for Cc1cc(=O)[nH]c(SCn2nnc3ccccc3c2=O)n1 = -2	-1	0.3	-1	-24	6	0.8	11	-2	.
Results for Cc1cc2ccccc2c(=O)n1CC(=O)NCC(=O)N1CCCC1 = 0	-19	0.8	33	i	4	-1.2	-5	2	.
Results for O=C(OCc1nnc(-c2ccccc2)o1)C1CCN(S(=O)(=O)c2cccs2)CC1 = -1	-24	0.0	-10	i	2	0.1	20	6	.
Results for CC(C)C(=O)Nc1ccnc(-c2cccnc2)n1 = 0	-14	0.5	5	-0.4	2	0.0	4	0	4.5

The list continues:
SMILES	Anthrax LF inh2	SSB-PriA inh	BoNT A protease	VHR inh abs	Vc quorum ag	CCHFV vOTU inh	PfHsp40 yeast	Y pestis TopoI	3CLpro inhibitor	TcdB GH inh
C[C@H](CO)N1C[C@H](C)[C@H](CN(C)Cc2cccc(F)c2)Oc2ncc(Br)cc2C1=O	3	.	-0.3	.	-2.4	2	.	6	.	1.9&0.8&1.7
Cc1ccc(N(C(=O)CNC(=O)c2ccco2)C(C(=O)NC2CCCC2)c2cccnc2)cc1 (stereo not drawn)	-4	-4	-2.3	-2	-0.6	0	-0.7	9	1	0.6
O=C(c1ccco1)N1CCN=C1SCc1c(F)cccc1Cl	-2	-6	-1.3	25	i	12	3.6	11	-5	.
CC1=C(C(=O)OCc2ccccc2)C(c2cccc([N+](=O)[O-])c2)NC(=O)N1CCCCCC(=O)O (stereo not drawn)	5	-1	-0.2	9	i	-4	-0.1	26	3	0.0
Cc1ccccc1C(=O)Nc1ccnn1C1CCN(C2CCSCC2)CC1	6	-2	-1.3	20	1.2	-12	-0.1	2	1	0.7
CCCC1(C(=O)OCC)NC(c2ccc(N(C)C)cc2)C2C(=O)N(c3ccc(OCC)cc3)C(=O)C21 (stereo not drawn)	-7	-17	0.2	34	-0.3	-16	0.5	2	11	.
CS(=O)(=O)N(Cc1ccccc1)c1ccc(C(=O)NCC2CCCO2)cc1 (stereo not drawn)	0	4	-0.2	-10	i	35*	-0.7	-8	-7	.
O=c1cccc(-c2ccccc2)[nH]1	3	-14	1.1	18	i	-1	-1.6	-9	5	.
O=C(CN1CCC(O)(c2cccc(F)c2)CC1)NCCc1c[nH]c2ccccc12	-4	13	-1.1	19	-0.5	-13	0.1	-6	-1	0.9
Oc1ccc(C=Nc2cccc3ncccc23)c(O)c1	1	96*	-0.7	-10	-3.2	44*	0.0	-17	-5	.
CCOC(=O)c1cc2n(c1C)-c1ccccc1C2=O	-1	-9	0.8	5	-0.3	9	0.3	-8	1	.
CCCn1c2c(c(O)c(C(=O)Nc3ncccc3C)c1=O)CCCC2	-2	-12	0.4	-4	i	1	3.3	12	3	.
CCOc1ncccc1C(=O)OCC(=O)N1c2ccccc2CC1C (stereo not drawn)	-9	-16	-0.5	.	i	-8	1.1	6	.	2.5
C[C@](N)(CCP(=O)(O)O)C(=O)O	-7	.	0.0	.	-0.1	-2	-0.1	6	.	1.1
CC(C)CC1NC(=O)N(CCCCN2C(=O)c3ccccc3C2=O)C1=O (stereo not drawn)	-2	-3	-0.7	6	0.9	-7	2.8	7	-1	1.6
O=C(/C=C/c1ccccc1O)c1ccc(Cl)cc1	-5	-4	-0.1	8	-0.4	23	3.6	-7	0	2.6
Cc1nn(CC(=O)OCC(=O)c2ccc(OC(F)F)cc2)c(C)c1[N+](=O)[O-]	0	20	0.5	.	i	9	-0.5	-3	.	0.8
COc1ccc(C2=NN(C(=O)c3cccs3)C(c3ccccc3OC)C2)cc1OC (stereo not drawn)	-10	6	-2.7	21	i	-6	0.9	27	5	0.8
O=C(NCCN1CCOCC1)c1cc(-c2cccc(O)c2)on1	2	-1	0.4	1	-0.4	3	0.0	-6	-3	1.5
CCOC(=O)C1=C(C)N(C[C@@H]2CC[C@@H](Cc3ccc(-c4ccccc4)cc3)O2)C(=O)NC1c1cccc([N+](=O)[O-])c1 (stereo partly drawn)	-4	-4	-0.3	.	i	-1	0.2	28	.	3.1
O=C(NC1CC1)C1=C[C@@H](C2CCCCC2)C[C@@H](OCCCCO)O1	0	-14	0.6	3	-0.3	0	-1.6	7	1	0.6&0.7
Cc1nc2ccccc2c(=O)n1CCCn1ccnc1	-2	-16	0.5	2	-0.2	-1	0.5	-4	2	.
COC(=O)C1=CN(c2ccc(F)c(F)c2)C=C(C(=O)OC)C1c1ccc([N+](=O)[O-])cc1	-1	6	-1.9	-19	-0.4	-10	-0.7	17	1	0.5
CNC(=O)COC(=O)c1cc2c(C)nn(-c3ccc(F)cc3)c2s1	-1	2	-1.2	21	-0.4	1	-0.9	5	-1	0.2
COc1ccc(S(=O)(=O)N2CCCC(C(=O)NCc3ccc4c(c3)OCO4)C2)cc1 (stereo not drawn)	-3	-9	-0.1	17	i	0	-0.3	14	-4	1.3
COc1ccccc1-n1c(SCC(=O)NC2CCCC2)nc2cccnc21	-3	-4	0.3	21	i	6	1.6	7	-4	.
O=C(Nc1ccc(F)cc1F)c1ccc2ncsc2c1	-2	5	-0.2	-14	-0.2	9	-2.2	6	-1	1.4
COc1ccc(C(CC(=O)N2CCN(c3ccccc3)CC2)c2c(O)cc(OC)cc2OC)cc1 (stereo not drawn)	6	18	0.4	-8	i	-1	0.4	18	.	0.3
COc1ccc(/C=N/Nc2nnc(Cc3ccccc3)c(=O)[nH]2)cc1OC	7	.	-1.3	-1	-0.6	13	0.3	6	-2	1.1
CCCNC(=O)C(=O)NCc1ccccn1	-2	0	-0.4	22	4.0	-6	-0.9	-3	-3	0.9
CC1(C)CC(=O)c2cc(C(=O)NCc3ccco3)c(=O)n(-c3ccc(Cl)cc3)c2C1	-2	-10	-1.0	0	-1.0	8	0.6	2	-2	.
CC(C)Cn1c(-c2cccs2)nc2ccccc21	0	-19	0.8	13	-0.3	2	-1.5	3	2	.
CCCC(C(=O)NNC(=O)c1cc(C)oc1C)c1ccccc1 (stereo not drawn)	-4	-8	0.0	.	.	-3	0.3	3	.	-0.1
O=C(CBr)N1CCc2ccccc2C(c2ccccc2)C1 (stereo not drawn)	22	0	-3.9	17	-1.0	-13	-1.4	1	1	0.0
COc1ccc2cc3cc(C(=O)NCCCN4CCc5ccccc5C4)sc3nc2c1	3	-1	5.4	8	-0.3	-25	-0.4	18	-7	1.0
NS(=O)(=O)c1ccc(CCNC(=O)CSc2ccc([N+](=O)[O-])cc2)cc1	-1	8	0.1	22	-0.3	5	-0.7	1	1	0.1
COC(=O)c1cn(CC(=O)Nc2ccc(OC)cc2)c2ccccc12	-11	3	1.3	14	i	-4	-0.2	0	1	0.6
O=C1CN(C(=O)COC(=O)c2oc3ccccc3c2COc2ccccc2)c2ccccc2N1	-2	-5	-1.1	-25	-3.6	1	-2.0	35	4	.
CC(C)(Cc1cc(CC(C)(C)C(=O)O)cc(C(C)(C)C)c1)C(=O)O	-1	-6	0.1	-3	1.2	4	1.0	-4	3	9.1&2.2
O=S(=O)(c1ccc(-c2ccccc2)cc1)N1CCCCC1	-20	7	1.6	0	-1.6	-9	0.1	7	-1	-0.7
N=C1/C(=C\c2coc3ccc(O)cc3c2=O)C(=O)N=C2SC=CN12	-5	-1	0.4	19	i	12	-0.3	-1	2	-4.6
CCOC(=O)C1CCN(C(=O)CN(C)S(=O)(=O)c2ccc3c(c2)c(=O)n(C)c(=O)n3C)CC1	0	-18	-0.1	35	i	-9	-0.1	-1	-4	-1.4
COc1ccc2c(c1)N(C)/C(=C1/SC(=NCc3ccccc3)N(c3ccccc3)C1=O)S2	0	-7	0.5	2	-0.3	14	0.9	-10	1	.
C=CCNC(=O)c1c(Cl)cnn1-c1ccc(C)cc1	-6	-3	-1.0	17	-0.3	22	0.8	6	4	-1.7
CC(C)(NC(=O)N1CCOCC1)c1cccc(C(C)(C)NC(=O)N2CCOCC2)c1	-1	5	-0.2	.	-0.3	4	0.4	-5	-1	.
COc1ccc(COC(=O)c2n[nH]c3ccccc23)cc1F	1	-26	1.5	10	-2.5	14	3.0	-4	0	.
CCc1cccc(CC)c1NC(=S)Nc1ccc2cn[nH]c2c1	-7	11	0.8	7	-2.3	-3	-0.3	-1	5	2.6
Cc1cc(C)c2nc(SC(C)C#N)cc(C)c2c1 (stereo not drawn)	-4	-15	-0.4	10	i	14	-0.8	28	4	.
N#Cc1ccccc1S(=O)(=O)N1CCN(C(=O)Cc2n[nH]c(=O)c3ccccc23)CC1	1	-3	0.4	.	-0.9	9	0.4	4	.	-10.0
CC(=O)N(CCOc1ccccc1)CCOc1ccccc1	-14	-1	-0.1	.	-0.5	-3	-0.3	9	.	2.4
CS(=O)(=O)N(Cc1ccc(C(=O)N2CCc3ccccc3C2)cc1)c1ccccc1	-7	-1	0.3	10	-0.3	-13	0.3	35	8	1.2
Nc1nc2sc3c(c2cc1C(=O)NCC(=O)O)CCCC3	-5	-4	0.6	17	i	-4	-0.6	-3	4	-0.7
O=C(N/N=C/C(c1ccccc1)c1ccccc1)c1ccccc1F	-4	.	-0.5	1	-0.2	-3	-0.8	26	4	-0.1
CCn1c(=O)cc(OCC(=O)N2CCCC2)c2ccccc21	-10	-3	0.0	-8	-0.4	10	0.3	3	-3	0.9
